MrgX1 antagonist – antagonists of human MrgX1 receptor, primary screen, HEK293 cells, Fluo-4 calcium flux; Mas-related G-protein coupled receptor member X1 (Homo sapiens), Q96LB2; 1.3% of 310,000 active; B-score at 10 µM; BAM8-22 antagonism; hits give low values;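 active means calcium-response B-score plate-corrected more than 3 library SD below zero, starting fluorescence within 5 deviations, no agonist response on first addition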;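 further: peak minus trough fluorescence over baseline after final BAM8-22 challenge near maximal dose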
RGS4 pot – RGS4 potentiators or activators, primary screen, cell-based, HEK293 M3R inducible RGS4, calcium flux | carbachol calcium flux Fluo4; hits give low values | B-score at 10 µM | AID 463111, 2010 | 0.92% of 310,000 active;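 active means B-score of the integrated calcium signal more than 4 SD below the library mean, with starting fluorescence not abnormally high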;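 further: negative B-score means reduced calcium response which marks RGS4 activation or potentiation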
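test system = M3R-expressing HEK293 line, RGS4 induced by doxycycline | probe or stimulus = carbachol at ECmax as muscarinic agonist stimulus | timing = dye loading 30 min 37 °C, buffer rest 30 min RT | signal = calcium dye Fluo4 fluorescence | evaluation = B score from integrated fluorescence ratio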
SKKanGAS inh – S. pyogenes SKKanGAS growth inhibitors in kanamycin, primary screen, streptokinase expression inhibitor project, SKKanGAS strain, BacTiter-Glo luminescence. 1.3% of 300,000 active. 6 h. inhibition, % at 7.5 µM. AID 1662, 2009;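 active means mean replicate score, as percent of positive control median, at least 50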;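 further: strain carries kanamycin resistance gene driven by streptokinase promoter and grows in 40 µg/ml kanamycin; loss of luminescence reflects streptokinase promoter inhibition or plain growth inhibition; 0% = median of DMSO wells and 100% = positive control at its reference dose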
MrgX1 agonist – agonists of human MrgX1 receptor, primary screen, HEK293 cells, Fluo-4 calcium flux; 0.44% of 310,000 active; Mas-related G-protein coupled receptor member X1 (Homo sapiens), Q96LB2; B-score at 10 µM; Fluo-4 calcium fluorescence, agonist mode; hits give high values; AID 588627, 2011;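 active means calcium response B-score plate-corrected fluorescence ratio at least 3 library SD, with starting fluorescence B-score inside 5 SD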
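Test system: HEK293 cells stably expressing human MrgX1 receptor; Input: fifteen thousand cells per well; Dosing: compound delivered in addition one of three; Schedule: overnight seeding, then 1 h dark dye loading; Technique: Fluo-4 NW calcium fluorescence; Measure: B-scored fluorescence response ratio; Controls: positive and negative controls per plate.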
HDAC3 inhib – HDAC3 deacetylase inhibitors, primary screen, biochemical, fluorescence, cell-free homogeneous; inhibition, % at 8.3 µM; AID 2718, 2010; 0.15% of 320,000 active; recombinant HDAC3, fluorogenic peptide/trypsin coupled; Histone deacetylase 3 (Homo sapiens), O15379; in the data active means inhibition above about 26%, passing the limit was not always enough
TRPC6 inhibitor – mouse TRPC6 channel inhibitors, primary screen, cell-based, HEK293, membrane potential dye. 1.1% of 310,000 active. Short transient receptor potential channel 6 (Mus musculus), Q61143. ACh-evoked depolarization; hits give low values. B-score at 10 µM;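 active means B-score under library mean minus 3 SD, initial fluorescence not abnormally high, positive integrated signal ratio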;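 further: B-score derived from integrated fluorescence ratio over the kinetic read; more negative B-score means stronger inhibition of depolarization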
Target sequence (Q61143 whole entry, looked up): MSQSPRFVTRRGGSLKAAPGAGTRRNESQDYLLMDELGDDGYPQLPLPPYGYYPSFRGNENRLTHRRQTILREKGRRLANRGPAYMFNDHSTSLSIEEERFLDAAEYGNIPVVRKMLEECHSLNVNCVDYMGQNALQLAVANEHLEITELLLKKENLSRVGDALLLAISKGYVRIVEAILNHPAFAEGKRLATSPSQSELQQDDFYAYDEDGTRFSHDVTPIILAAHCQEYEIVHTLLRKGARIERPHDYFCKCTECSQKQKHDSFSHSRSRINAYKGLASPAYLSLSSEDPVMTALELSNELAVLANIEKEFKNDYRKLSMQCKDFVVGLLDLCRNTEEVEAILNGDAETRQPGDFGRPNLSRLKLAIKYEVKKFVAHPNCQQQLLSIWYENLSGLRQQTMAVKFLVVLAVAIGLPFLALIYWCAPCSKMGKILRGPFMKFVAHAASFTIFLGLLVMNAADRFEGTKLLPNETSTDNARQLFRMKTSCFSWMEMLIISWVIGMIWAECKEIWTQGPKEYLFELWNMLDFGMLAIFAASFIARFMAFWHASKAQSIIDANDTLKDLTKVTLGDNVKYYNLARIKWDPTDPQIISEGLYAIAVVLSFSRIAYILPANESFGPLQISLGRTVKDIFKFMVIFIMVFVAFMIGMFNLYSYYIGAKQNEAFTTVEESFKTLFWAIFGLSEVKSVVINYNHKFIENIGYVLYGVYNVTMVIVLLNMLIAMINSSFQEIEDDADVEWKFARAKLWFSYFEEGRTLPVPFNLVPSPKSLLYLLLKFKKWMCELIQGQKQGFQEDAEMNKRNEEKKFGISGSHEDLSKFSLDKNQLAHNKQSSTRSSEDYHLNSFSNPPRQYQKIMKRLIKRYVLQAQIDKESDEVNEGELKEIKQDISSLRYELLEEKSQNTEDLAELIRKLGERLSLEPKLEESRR
ANO1 activ – TMEM16A chloride channel activators or potentiators, primary screen, cell-based, HTS. HEK293 TMEM16A/YFP-H148Q/I152L, iodide quench fluorescence; hits give low values. 0.3% of 340,000 active. Anoctamin-1 (Mus musculus), Q8BHY3. AID 623877, 2012. B-score at 10 µM;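 active means fluorescence-ratio B-score plate-corrected deviation score at least 3 library SD below zero, with starting fluorescence score within 5 deviations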;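 further: channel opened by trigger with iodide after compound preincubation; score built on the fluorescence ratio of max minus min over baseline; more negative score means more quench and so TMEM16A activation or potentiation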
TRPC6 activator – mouse TRPC6 channel activators, primary screen, cell-based, HEK293, membrane potential dye | 0.13% of 310,000 active | Short transient receptor potential channel 6 (Mus musculus), Q61143 | B-score at 10 µM | HEK293-TRPC6 membrane potential dye fluorescence; hits give high values;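 active means B-score of the integrated fluorescence ratio above library mean plus 3 SD, and starting fluorescence ratio within library mean plus 5 SD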;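 further: higher score means more depolarization so channel activation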
ANO1 block – TMEM16A chloride channel inhibitors, primary screen, cell-based, HTS; Anoctamin-1 (Mus musculus), Q8BHY3; HEK293 TMEM16A/YFP iodide influx fluorescence, ionomycin; normalized B-score (activity score, 25-100; higher = stronger inhibition) at 10 µM; 1.2% of 310,000 active; AID 588511, 2011;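 active means ratio plate-corrected score three or more library SD toward inhibition, starting fluorescence score within five deviations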;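 further: score derived from kinetic fluorescence span divided by baseline fluorescence per well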
RGS4 block – RGS4 inhibitors, primary screen, cell-based, HEK293 M3R inducible RGS4, calcium flux; Fluo-4 calcium flux; hits give high values; triggered by carbachol at its EC20; B-score at 10 µM; 0.45% of 310,000 active; AID 463165, 2010;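 active means B-score, a plate-corrected calcium signal, over three deviations above library mean, with baseline fluorescence within five deviations of library mean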;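 further: RGS4 expression induced by doxycycline in cells with stable M3 receptor; B-score is computed from the integrated fluorescence ratio over baseline after carbachol; higher B-score means a larger calcium signal and so more RGS4 inhibition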
Target sequence (P49798 whole entry, looked up): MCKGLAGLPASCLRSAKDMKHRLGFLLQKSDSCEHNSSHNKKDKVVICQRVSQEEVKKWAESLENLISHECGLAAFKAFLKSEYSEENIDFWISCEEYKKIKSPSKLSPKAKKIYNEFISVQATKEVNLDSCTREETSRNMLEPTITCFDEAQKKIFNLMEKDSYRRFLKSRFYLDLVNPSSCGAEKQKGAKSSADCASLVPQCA
MrgX1 allo act – positive allosteric modulators of MrgX1, primary screen, HEK293 cells, Fluo-4 calcium flux; AID 588675, 2011; FDSS; hits give high values; B-score at 10 µM; 0.63% of 310,000 active; Mas-related G-protein coupled receptor member X1 (Homo sapiens), Q96LB2;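 active means plate-corrected calcium response at least 3 library SD above typical, normal starting fluorescence, not activating the receptor alone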;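 further: compound read alongside a low EC10 to EC30 dose of BAM8-22 agonist; peak minus trough fluorescence over baseline measured at the second addition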
Starred values were filed as active, the others as inactive.

c1ccc(CCc2nc(-c3ccc(-n4cccc4)cc3)no2)cc1 was read as MrgX1 antagonist inactive, RGS4 pot inactive, SKKanGAS inh -5, MrgX1 agonist inactive, HDAC3 inhib -2, TRPC6 inhibitor inactive, ANO1 activ inactive, TRPC6 activator inactive, ANO1 block inactive, RGS4 block inactive and MrgX1 allo act inactive.
For Cc1cccc(N2CCN(S(=O)(=O)c3cccc4nonc34)CC2)c1C the results were MrgX1 antagonist inactive, RGS4 pot inactive, SKKanGAS inh -3, MrgX1 agonist inactive, HDAC3 inhib 4, TRPC6 inhibitor inactive, ANO1 activ inactive, TRPC6 activator inactive, ANO1 block inactive, RGS4 block inactive and MrgX1 allo act inactive.
`COc1ccc(N2CCN(C(c3cccs3)C(C)NS(C)(=O)=O)CC2)cc1` (stereo unspecified) gave MrgX1 antagonist inactive, RGS4 pot inactive, SKKanGAS inh 5, MrgX1 agonist inactive, HDAC3 inhib -3, TRPC6 inhibitor inactive, ANO1 activ inactive, TRPC6 activator inactive, ANO1 block inactive, RGS4 block inactive and MrgX1 allo act inactive.
For CC(=O)Nc1ccc(-c2csc(NC(=O)C3CSC4(C)CCC(=O)N34)n2)cc1 (stereo unspecified) the results were MrgX1 antagonist inactive, RGS4 pot inactive, SKKanGAS inh 4, MrgX1 agonist inactive, HDAC3 inhib 4, TRPC6 inhibitor inactive, ANO1 activ inactive, TRPC6 activator inactive, ANO1 block inactive, RGS4 block inactive and MrgX1 allo act inactive.
Screening COc1ccc(-c2nn(-c3ccccc3)cc2C(=O)N/N=C/c2ccc([N+](=O)[O-])o2)cc1 returned MrgX1 antagonist inactive, RGS4 pot inactive, SKKanGAS inh -5, MrgX1 agonist inactive, HDAC3 inhib -6, TRPC6 inhibitor inactive, ANO1 activ -6.9*, TRPC6 activator inactive, ANO1 block inactive, RGS4 block inactive and MrgX1 allo act inactive.
Screening Cc1ncc(C[n+]2ccc(C)c(C)c2)c(N)n1 returned MrgX1 antagonist inactive, RGS4 pot inactive, SKKanGAS inh 0, MrgX1 agonist inactive, HDAC3 inhib 5, TRPC6 inhibitor inactive, ANO1 activ inactive, TRPC6 activator inactive, ANO1 block inactive, RGS4 block inactive and MrgX1 allo act inactive.
For Cc1cc(OCc2nc3ccccc3s2)ccc1N the results were MrgX1 antagonist inactive, RGS4 pot inactive, SKKanGAS inh -8, MrgX1 agonist inactive, HDAC3 inhib 0, TRPC6 inhibitor inactive, ANO1 activ inactive, TRPC6 activator inactive, ANO1 block inactive, RGS4 block inactive and MrgX1 allo act inactive.
Screening Cc1ccc(OCC(=O)N/N=C\c2cn(Cc3ccccc3)c3ccccc23)cc1C returned MrgX1 antagonist inactive, RGS4 pot inactive, SKKanGAS inh 17, MrgX1 agonist inactive, HDAC3 inhib 5, TRPC6 inhibitor inactive, ANO1 activ inactive, TRPC6 activator inactive, ANO1 block inactive, RGS4 block inactive and MrgX1 allo act inactive.
Screening CCn1cnc2c1c(=O)n(Cc1cccc(Br)c1)c(=O)n2Cc1ccccc1 returned MrgX1 antagonist inactive, RGS4 pot inactive, SKKanGAS inh 42, MrgX1 agonist inactive, HDAC3 inhib 0, TRPC6 inhibitor inactive, ANO1 activ inactive, TRPC6 activator inactive, ANO1 block inactive, RGS4 block inactive and MrgX1 allo act inactive.
For COc1cc(CNn2nnnc2N)ccc1OCC(=O)NC(C)(C)C the results were MrgX1 antagonist inactive, RGS4 pot inactive, SKKanGAS inh -15, MrgX1 agonist inactive, HDAC3 inhib 0, TRPC6 inhibitor inactive, ANO1 activ inactive, TRPC6 activator inactive, ANO1 block inactive, RGS4 block inactive and MrgX1 allo act inactive.
For CCOC(=O)C(C)Oc1ccc(C2NC(=O)NC(C)=C2C(=O)Nc2ccccc2C)cc1 (stereo unspecified) the results were RGS4 pot inactive, SKKanGAS inh 0, TRPC6 inhibitor inactive, ANO1 activ inactive, TRPC6 activator inactive and RGS4 block inactive.
`Cc1nn(C)cc1C(=O)c1ccccc1` gave MrgX1 antagonist inactive, RGS4 pot inactive, SKKanGAS inh 7, MrgX1 agonist inactive, HDAC3 inhib -11, TRPC6 inhibitor inactive, ANO1 activ inactive, TRPC6 activator inactive, ANO1 block inactive, RGS4 block inactive and MrgX1 allo act inactive.
CC(C)CCNC(=O)CNC(=O)c1cccs1 was read as MrgX1 antagonist inactive, RGS4 pot inactive, SKKanGAS inh -10, MrgX1 agonist inactive, HDAC3 inhib 6, TRPC6 inhibitor inactive, ANO1 activ inactive, TRPC6 activator inactive, ANO1 block inactive, RGS4 block inactive and MrgX1 allo act inactive.
CC1CCc2nn(CC(=O)Nc3ccc(F)cc3F)cc2C1 (stereo unspecified) was read as MrgX1 antagonist inactive, RGS4 pot inactive, SKKanGAS inh -2, MrgX1 agonist inactive, HDAC3 inhib -1, TRPC6 inhibitor inactive, ANO1 activ inactive, TRPC6 activator inactive, ANO1 block inactive, RGS4 block inactive and MrgX1 allo act inactive.
`Cc1cccc(N(C(=O)CS(=O)CC(=O)Nc2ccc3c(c2)OCO3)C(C)C(=O)NC2CCCC2)c1C` (stereo unspecified) gave MrgX1 antagonist inactive, RGS4 pot inactive, SKKanGAS inh 0, MrgX1 agonist inactive, HDAC3 inhib 2, TRPC6 inhibitor inactive, ANO1 activ inactive, TRPC6 activator inactive, ANO1 block inactive, RGS4 block inactive and MrgX1 allo act inactive.
`C=CCNC(=S)N/N=C/c1ccc(-c2ccc(OC)cc2)o1` gave MrgX1 antagonist inactive, RGS4 pot inactive, SKKanGAS inh -20, MrgX1 agonist inactive, HDAC3 inhib 4, TRPC6 inhibitor inactive, ANO1 activ inactive, TRPC6 activator inactive, ANO1 block inactive, RGS4 block inactive and MrgX1 allo act inactive.
For Cc1noc(C)c1C(=O)NNc1ccc(C(C)C)cc1 the results were MrgX1 antagonist inactive, RGS4 pot inactive, SKKanGAS inh 24, MrgX1 agonist inactive, HDAC3 inhib 0, TRPC6 inhibitor inactive, ANO1 activ inactive, TRPC6 activator inactive, ANO1 block inactive, RGS4 block inactive and MrgX1 allo act inactive.
For O=C(CCN1C(=O)[C@H]2CC=CC[C@H]2C1=O)NCc1nc(-c2ccc(Cl)cc2)no1 the results were MrgX1 antagonist inactive, RGS4 pot inactive, SKKanGAS inh 0, MrgX1 agonist inactive, HDAC3 inhib -2, TRPC6 inhibitor inactive, ANO1 activ inactive, TRPC6 activator inactive, ANO1 block inactive, RGS4 block inactive and MrgX1 allo act inactive.
Screening COc1ccc(NS(=O)(=O)c2ccc3oc(SC)nc3c2)cc1 returned MrgX1 antagonist inactive, RGS4 pot inactive, SKKanGAS inh 3, MrgX1 agonist inactive, HDAC3 inhib -1, TRPC6 inhibitor inactive, ANO1 activ inactive, TRPC6 activator inactive, ANO1 block inactive, RGS4 block inactive and MrgX1 allo act inactive.
`Cc1[nH]n(-c2ccccc2)c(=O)c1N=Nc1ccc(C(N)=O)cc1` gave MrgX1 antagonist inactive, RGS4 pot inactive, SKKanGAS inh 10, MrgX1 agonist inactive, HDAC3 inhib 2, TRPC6 inhibitor inactive, ANO1 activ inactive, TRPC6 activator inactive, ANO1 block inactive, RGS4 block inactive and MrgX1 allo act inactive.
For Cc1ccc2c(CC(=O)O)coc2c1C the results were MrgX1 antagonist inactive, RGS4 pot inactive, SKKanGAS inh -3, MrgX1 agonist inactive, HDAC3 inhib 0, TRPC6 inhibitor inactive, ANO1 activ inactive, TRPC6 activator inactive, ANO1 block inactive, RGS4 block inactive and MrgX1 allo act inactive.
`CCOC(=O)/C(C#N)=C1\Nc2ccccc2N=C1N(CC(C)C)CC(C)C` gave MrgX1 antagonist inactive, RGS4 pot inactive, SKKanGAS inh 35, MrgX1 agonist inactive, HDAC3 inhib 3, TRPC6 inhibitor inactive, ANO1 activ inactive, TRPC6 activator inactive, ANO1 block inactive, RGS4 block inactive and MrgX1 allo act inactive.
Screening Cc1cc(C)c2c(NC(N)=S)n[nH]c2n1 returned MrgX1 antagonist inactive, RGS4 pot inactive, SKKanGAS inh 4, MrgX1 agonist inactive, HDAC3 inhib 1, TRPC6 inhibitor inactive, ANO1 activ inactive, TRPC6 activator inactive, ANO1 block inactive, RGS4 block inactive and MrgX1 allo act inactive.
`CCn1cc(S(=O)(=O)NCCc2ccc(OC)c(OC)c2)cn1` gave MrgX1 antagonist inactive, RGS4 pot inactive, SKKanGAS inh -9, MrgX1 agonist inactive, HDAC3 inhib -15, TRPC6 inhibitor inactive, ANO1 activ inactive, TRPC6 activator inactive, ANO1 block inactive, RGS4 block inactive and MrgX1 allo act inactive.
Screening Cc1cccc(Cn2cnc3c(nnn3Cc3ccc(Cl)cc3)c2=O)c1 returned MrgX1 antagonist inactive, RGS4 pot inactive, SKKanGAS inh 0, MrgX1 agonist inactive, HDAC3 inhib 3, TRPC6 inhibitor inactive, ANO1 activ inactive, TRPC6 activator inactive, ANO1 block inactive, RGS4 block inactive and MrgX1 allo act inactive.
Cc1nc2ncnn2c(C)c1CCC(=O)Nc1csc(N)n1 was read as MrgX1 antagonist inactive, RGS4 pot inactive, SKKanGAS inh -4, MrgX1 agonist inactive, HDAC3 inhib -8, TRPC6 inhibitor inactive, ANO1 activ inactive, TRPC6 activator inactive, ANO1 block inactive, RGS4 block inactive and MrgX1 allo act inactive.
Screening Cn1ncc(Cl)c(Oc2ccc(C(C)(C)C)cc2)c1=O returned MrgX1 antagonist inactive, RGS4 pot inactive, SKKanGAS inh -4, MrgX1 agonist inactive, HDAC3 inhib -7, TRPC6 inhibitor inactive, ANO1 activ inactive, TRPC6 activator inactive, ANO1 block inactive, RGS4 block inactive and MrgX1 allo act inactive.

High-throughput results: PubChem BioAssay, several laboratories
